Screening results (PubChem)
GAA inh: qHTS Assay for Inhibitors of Human alpha-Glucosidase as a Potential Chaperone Treatment of Pompe Disease; Lysosomal alpha-glucosidase (Homo sapiens), P10253; purified human GAA, 4-MU-alpha-glucoside fluorescence; Potency, µM (doses to about 76.9 µM), for inactives: at the highest dose activity change, negative = inhibition, actives largely listed as inhibitors; 200,000 tested, 0.005% active; AID 1466, 2008;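 also: plate controls were uninhibited enzyme wells for no effect and no-enzyme background for full effect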
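Read-out is 4-methylumbelliferone fluorescence (Ex 365/Em 440 nm) after NaOH/glycine stop at pH 10. Enzyme 4 nM, substrate 400 uM, pH 5.0 citrate buffer, 20 min room temperature; AC50 from Hill-equation concentration-response.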
KDM4E inh: qHTS Assay for Inhibitors of Human Jumonji Domain Containing 2E (JMJD2E). Lysine-specific demethylase 4E (Homo sapiens), B2RXH2. JMJD2E catalytic domain, FDH-coupled NADH fluorescence (FDH is formaldehyde dehydrogenase). Potency, µM (doses to about 57.1 µM), without a hit: top-dose activity change, negative = inhibition, hits mostly inhibitors. 230,000 tested, 1.6% active. AID 2147, 2009; active = well fitted inhibition curve with a large enough effect, not every such curve was filed as active; inconclusive = small, poorly fitted or top-dose-only effect, or another doubt; inactive = no such curve, though single readings can be large or run the other way;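 also: 0% = wells with enzyme and -100% = buffer wells without enzyme; nearly all actives have a fitted effect of over 50% in size; many of its hits are not listed in these tables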
GAA glycogen: qHTS Assay for Inhibitors and Activators of Human alpha-Glucosidase Cleavage of Glycogen; 300,000 tested, 0.38% active; Lysosomal alpha-glucosidase (Homo sapiens), P10253; recombinant GAA, glycogen substrate, Amplex Red glucose oxidase fluorescence; Potency, µM (series often up to 76.4 µM), for inactives: at the highest dose activity change, negative = inhibition, hits mostly inhibitors;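 also: 0% = full enzyme reaction and -100% = no-enzyme basal signal; the screen sought inhibitors and activators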
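Natural-substrate format: glycogen cleavage by 4 nM human enzyme, glucose read by Amplex Red coupling (Ex 573, Em 610 nm). Normalized to enzyme and no-enzyme controls.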
aGlu spleen mod: qHTS Assay for Inhibitors and Activators of Human alpha-Glucosidase From Spleen Homogenate; 240,000 tested, 0.006% active; human spleen homogenate, 4-MU-alpha-glucoside fluorescence; Potency, µM (series often up to 79.9 µM), without a hit: at the top dose activity change, negative = inhibition, usual class: inhibitors; AID 2112, 2009;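 also: 0% = enzyme with vehicle and -100% = no enzyme basal signal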
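Human spleen homogenate (1 ug) with 4-methylumbelliferyl-alpha-D-glucopyranoside (1 mM final) in 50 mM citrate/phosphate pH 5.0, 0.01% Tween-20; 40 min at 37 C. Stopped at pH 10; 4-MU fluorescence Ex 365/Em 440 nm; AC50 by Hill fit.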
SMN2 splice enh: qHTS Assay for Enhancers of SMN2 Splice Variant Expression; HEK293 SMN2-luciferase splicing reporter, luminescence, 30-36 h; 210,000 tested, 2.8% active; Potency, µM (titrated, usually from 46.1 µM), for the others: top-dose activity change, positive = activation, hits mostly activators; also: % of control where 0% means no effect; nearly all actives have a fitted effect of over 55% in size
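HEK293 cells carry an SMN2 […]–luciferase reporter in which exon 7 inclusion puts luciferase in frame. Cells were plated 10-12 h before compound addition, then incubated 30-36 h at 37C. ONE-Glo luminescence was read; sodium butyrate at 4.5 mM final served as control.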
ALDH1A1 inh: qHTS Assay for Inhibitors of Aldehyde Dehydrogenase 1 (ALDH1A1) | 220,000 tested, 7.3% active | Aldehyde dehydrogenase 1A1 (Homo sapiens), P00352 | AID 1030, 2008 | Purified ALDH1A1, NADH fluorescence, propionaldehyde substrate | Potency, µM (titrated, usually from 75.3 µM), inactives show top-dose activity, negative = inhibition, most hits filed as inhibitors; active = well fitted inhibition curve with a large enough effect, not every such curve was filed as active; inconclusive = small, poorly fitted or top-dose-only effect, or another doubt; inactive = no such curve, though single readings can be large or run the other way;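 also: plate controls were no enzyme wells and a reference inhibitor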
Target sequence (P00352 whole entry, looked up): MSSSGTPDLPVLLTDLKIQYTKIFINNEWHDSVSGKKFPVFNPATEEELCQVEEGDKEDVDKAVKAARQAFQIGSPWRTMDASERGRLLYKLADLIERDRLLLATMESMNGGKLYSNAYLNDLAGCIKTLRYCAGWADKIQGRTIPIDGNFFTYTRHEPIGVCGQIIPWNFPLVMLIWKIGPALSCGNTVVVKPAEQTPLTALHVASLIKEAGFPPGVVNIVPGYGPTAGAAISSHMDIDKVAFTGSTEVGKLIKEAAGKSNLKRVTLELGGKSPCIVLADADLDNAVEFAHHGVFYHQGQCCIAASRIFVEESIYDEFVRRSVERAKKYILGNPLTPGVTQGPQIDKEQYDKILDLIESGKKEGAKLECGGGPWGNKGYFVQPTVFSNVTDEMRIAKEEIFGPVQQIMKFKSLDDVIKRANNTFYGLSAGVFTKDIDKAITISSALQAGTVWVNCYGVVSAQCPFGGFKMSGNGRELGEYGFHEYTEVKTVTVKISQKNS
GoLoco inh red: qHTS Assay for Inhibitors of RGS12 GoLoco Motif Activity (Red Fluorophore) | Guanine nucleotide-binding protein G(i) subunit alpha-1 (Homo sapiens), P63096 | 230,000 tested, 0.44% active | Potency, µM (titrated, usually from 61.6 µM), for inactives: at the highest dose activity, negative = inhibition, hits mostly inhibitors | Gai1:RGS12 GoLoco peptide FP, rhodamine, 10 min; active = well fitted inhibition curve with a large enough effect, not every such curve was filed as active; inactive = no such curve, though single readings can be large or run the other way; also: % is scaled to controls: 0 for no effect and ±100 for the full control effect; nearly all actives have a fitted effect of over 30% in size; many of its hits are not listed in these tables
Target sequence (P63096 whole entry, looked up): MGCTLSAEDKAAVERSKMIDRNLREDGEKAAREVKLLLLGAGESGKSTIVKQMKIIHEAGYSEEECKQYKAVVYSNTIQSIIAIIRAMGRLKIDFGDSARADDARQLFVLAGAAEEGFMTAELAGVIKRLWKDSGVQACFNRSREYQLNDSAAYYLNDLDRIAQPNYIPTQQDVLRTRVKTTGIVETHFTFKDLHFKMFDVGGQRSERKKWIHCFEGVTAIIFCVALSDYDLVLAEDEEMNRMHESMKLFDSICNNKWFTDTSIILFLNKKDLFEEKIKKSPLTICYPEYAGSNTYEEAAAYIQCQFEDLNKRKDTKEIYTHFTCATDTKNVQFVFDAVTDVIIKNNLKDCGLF
aGal spleen mod: qHTS Assay for Inhibitors and Activators of Human alpha-Galactosidase From Spleen Homogenate | Alpha-galactosidase A (Homo sapiens), P06280 | human spleen homogenate, 4MU-alpha-Gal fluorescence, 40 min | Potency, µM (highest dose often 80 µM), inactives show at the highest dose activity change, negative = inhibition, most hits filed as inhibitors | 240,000 tested, 0.008% active | AID 2107, 2009;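 also: 0% = enzyme with vehicle and -100% = no enzyme basal signal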
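Fluorogenic readout (Ex 365/Em 440 nm) of 4-methylumbelliferone released from 1 mM 4-MU-alpha-galactoside by spleen homogenate, 40 min at 37C, pH 5.0. Data normalized to no-enzyme and enzyme controls; Hill-equation AC50 from compound titrations.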
Active calls of the source: *; & = joins results of further samples; [ ] = another dose, or the depositor's remark. Unless noted, calls follow the shape of the dose curve; as a rule, active = well fitted curve in the direction sought with a large enough effect; inconclusive = small, poorly fitted or top-dose-only effect, or another doubt; inactive = no such curve, though single readings can be large; an effect the other way counts as inactive or inconclusive. Potency is read from the fitted curve at half-maximal effect. A portion of the library (hit frequency here may not be typical).

Results for O=C(Cc1ccccc1)NN1C(=O)C2C3C=CC(C3)C2C1=O (configuration not stated) ?
GAA inh: inconclusive; KDM4E inh: 6%; GAA glycogen: 11%; aGlu spleen mod: -11%; SMN2 splice enh: 7%; ALDH1A1 inh: 13%; GoLoco inh red: 3%; aGal spleen mod: -3%

What do the screens show for `Cc1ccc2c(c1)C=CC(C#N)N2C(=O)c1ccccc1` (configuration not stated)?
GAA inh: -4%; KDM4E inh: -10%; GAA glycogen: 11%; aGlu spleen mod: -4%; SMN2 splice enh: 6.3µM*; ALDH1A1 inh: -17%; GoLoco inh red: 9%; aGal spleen mod: -1%

What do the screens show for `O=C(O)c1ccc2c(c1)ncn2C1CCCCC1`?
GAA inh: inconclusive; KDM4E inh: 3%; GAA glycogen: 4%; aGlu spleen mod: 4%; SMN2 splice enh: 9%; ALDH1A1 inh: -4%; GoLoco inh red: -1%; aGal spleen mod: 5%

How did C[C@H](NC(=O)c1ccco1)C(=O)Nc1ccc(S(=O)(=O)N2CCCC2)cc1 do in these assays?
GAA inh: -11%; KDM4E inh: -3%; GAA glycogen: 1%; aGlu spleen mod: 1%; SMN2 splice enh: -7%; ALDH1A1 inh: 10%; GoLoco inh red: 10%; aGal spleen mod: 4%

Results for CN1CCN(S(=O)(=O)c2ccc(NC(=O)C3CCCCC3)cc2)CC1 ?
GAA inh: -6%; KDM4E inh: 5%; GAA glycogen: -3%; aGlu spleen mod: -3%; SMN2 splice enh: -22%; ALDH1A1 inh: -4%; GoLoco inh red: 1%; aGal spleen mod: 1%

How did O=C(Cc1sc(-c2ccccc2Cl)nc1-c1ccccc1)Nc1ccccc1 do in these assays?
GAA inh: 0%; KDM4E inh: 5%; GAA glycogen: 2%; aGlu spleen mod: -4%; SMN2 splice enh: -4%; ALDH1A1 inh: 0%; GoLoco inh red: 3%; aGal spleen mod: 5%

How did COc1cc(-c2nnc(SCC3(c4ccc(Br)cc4)OCCO3)o2)cc(OC)c1OC do in these assays?
GAA inh: -11%; KDM4E inh: inconclusive; GAA glycogen: -12%; aGlu spleen mod: -1%; SMN2 splice enh: 15%; ALDH1A1 inh: inconclusive; GoLoco inh red: 7%; aGal spleen mod: -1%

What do the screens show for `CC(C)(C)OC(=O)CC[C@@H](C(=O)N1CCN(C(=O)OC(C)(C)C)CC1)n1cc(C(CO)NC(=O)OC(C)(C)C)nn1` (some centres not stated)?
KDM4E inh: 2%; GAA glycogen: 12%; aGlu spleen mod: 1%; ALDH1A1 inh: 8%; GoLoco inh red: 1%; aGal spleen mod: -5%

How did CCNc1ccc(C(=O)OCC(=O)N(Cc2ccccc2)C(C)(C)C)cc1[N+](=O)[O-] do in these assays?
GAA inh: -4%; KDM4E inh: -4%; GAA glycogen: -2%; aGlu spleen mod: -3%; SMN2 splice enh: 13%; ALDH1A1 inh: 3%; GoLoco inh red: 9%; aGal spleen mod: -1%

Results for CCCOP(=O)(OCCC)C(Nc1ccc(C(C)C)cc1)c1ccc([N+](=O)[O-])cc1 (configuration not stated) ?
GAA inh: -7%; KDM4E inh: 11%; GAA glycogen: -6%; aGlu spleen mod: -8%; ALDH1A1 inh: 0%; aGal spleen mod: -1%

Results for Cc1ccc(/C=C(\C#N)C(=O)NC(C)C)o1 ?
GAA inh: -5%; KDM4E inh: -11%; GAA glycogen: -4%; aGlu spleen mod: 2%; SMN2 splice enh: 3%; ALDH1A1 inh: inconclusive; GoLoco inh red: 13%; aGal spleen mod: 5%

Results for COc1cc2c(C(=O)NCCN(C)C)cn(CC(C)C)c(=O)c2cc1OC ?
KDM4E inh: -2%; GAA glycogen: 1%; aGlu spleen mod: 4%; GoLoco inh red: 0%; aGal spleen mod: -2%

How did N/C(=N\OC(=O)C1CCCCC1)c1cccnc1 do in these assays?
GAA inh: -2%; KDM4E inh: -5%; GAA glycogen: -1%; aGlu spleen mod: -6%; SMN2 splice enh: -8%; ALDH1A1 inh: -3%; GoLoco inh red: -8%; aGal spleen mod: -4%

Results for O=C(c1ccccc1)N1CCSC1=S ?
GAA inh: -1%; KDM4E inh: 6%; GAA glycogen: 2%; aGlu spleen mod: 4%; SMN2 splice enh: -5%; ALDH1A1 inh: inconclusive; GoLoco inh red: 6%; aGal spleen mod: -2%

How did Cc1cc(/C=N/Nc2ccc([N+](=O)[O-])cn2)c(C)n1-c1ccccc1 do in these assays?
GAA inh: -17%; KDM4E inh: 6%; GAA glycogen: -14%; aGlu spleen mod: -6%; SMN2 splice enh: inconclusive; ALDH1A1 inh: inconclusive; GoLoco inh red: 21%; aGal spleen mod: -3%

How did COc1ccc(Nc2nc(Cl)c(C=O)s2)cc1 do in these assays?
GAA inh: -4%; KDM4E inh: -27%; GAA glycogen: -4%; aGlu spleen mod: -1%; SMN2 splice enh: -18%; ALDH1A1 inh: -11%; GoLoco inh red: 54%[activator]; aGal spleen mod: 2%

What do the screens show for `CCOC(=O)C1CCCN(S(=O)(=O)c2cn(C)c(=O)n(C)c2=O)C1` (configuration not stated)?
GAA inh: 2%; KDM4E inh: 8%; GAA glycogen: 10%; aGlu spleen mod: 4%; SMN2 splice enh: -9%; ALDH1A1 inh: -6%; GoLoco inh red: 5%; aGal spleen mod: 15%

What do the screens show for `Cc1c(=O)n(OCc2ccccc2F)c2ccccc2[n+]1[O-]`?
GAA inh: -1%; KDM4E inh: inconclusive; GAA glycogen: 0%; aGlu spleen mod: -8%; SMN2 splice enh: -1%; ALDH1A1 inh: inconclusive; GoLoco inh red: 25%; aGal spleen mod: 0%

What do the screens show for `Cc1ccc(OCCNS(=O)(=O)c2ccc(N3CCCC3=O)cc2)cc1C`?
GAA inh: -4%; KDM4E inh: 0%; GAA glycogen: 3%; aGlu spleen mod: 4%; SMN2 splice enh: -58%[inhibitor]; ALDH1A1 inh: inconclusive; GoLoco inh red: 5%; aGal spleen mod: 0%

How did O=S(=O)(c1cccc2nonc12)N1CCN(c2cccc(Cl)c2)CC1 do in these assays?
GAA inh: -5%; KDM4E inh: 7%; GAA glycogen: -4%; aGlu spleen mod: -5%; SMN2 splice enh: -10%; ALDH1A1 inh: inconclusive; GoLoco inh red: -12%; aGal spleen mod: 5%

Results for O=C(COC(=O)CNC(=O)c1cccc(F)c1)NCCC1=CCCCC1 ?
GAA inh: 6%; KDM4E inh: 2%; GAA glycogen: 9%; aGlu spleen mod: -5%; SMN2 splice enh: 18%; ALDH1A1 inh: -13%; GoLoco inh red: -13%; aGal spleen mod: -1%

How did O=S(=O)(c1ccccc1)N1CCC[C@@]2(CCN(C(c3ccccc3)c3ccccc3)C2)C1 do in these assays?
aGlu spleen mod: 0%; SMN2 splice enh: -7%; ALDH1A1 inh: -3%; GoLoco inh red: 12%; aGal spleen mod: -9%

How did C[C@@H]1O[C@@H](OC[C@H]2O[C@@H](Oc3c(-c4ccc(O)c(O)c4)oc4cc(O)cc(O)c4c3=O)[C@H](O)[C@@H](O)[C@@H]2O)[C@H](O)[C@H](O)[C@H]1O do in these assays?
GAA inh: -2%[15.4 µM]; KDM4E inh: 14µM*; GAA glycogen: 3.2µM*; aGlu spleen mod: -4%; GoLoco inh red: -2%&3%; aGal spleen mod: -10%

What do the screens show for `CC(=O)c1c(C)[nH]c(C(=O)N2CCN(c3cc(Cl)ccc3C)CC2)c1C`?
GAA inh: -9%; KDM4E inh: -21%; GAA glycogen: 7%; aGlu spleen mod: 6%; SMN2 splice enh: 7%; ALDH1A1 inh: 6%; GoLoco inh red: 7%; aGal spleen mod: 0%

What do the screens show for `Cn1c(C(O)c2ccc(Cl)cc2)nc(Cl)c1Cl` (configuration not stated)?
GAA inh: -3%; KDM4E inh: 8%; GAA glycogen: 5%; aGlu spleen mod: -5%; SMN2 splice enh: -24%; ALDH1A1 inh: -5%; GoLoco inh red: 3%; aGal spleen mod: -1%

What do the screens show for `CC1CCCCC1NC(=O)C1CCC(CNc2c(N3CCCCC3)c(=O)c2=O)CC1` (configuration not stated)?
KDM4E inh: 3%; GAA glycogen: -3%; aGlu spleen mod: -8%; GoLoco inh red: 7%; aGal spleen mod: 4%

What do the screens show for `CCOC(=O)c1[nH]c(C)c(C(=O)NCCC2=CCCCC2)c1C`?
GAA inh: -8%; KDM4E inh: -4%; GAA glycogen: -3%; aGlu spleen mod: 7%; SMN2 splice enh: 6%; ALDH1A1 inh: 6%; GoLoco inh red: -9%; aGal spleen mod: 10%

What do the screens show for `O=C(Nc1ccccc1)Nc1nnc(-c2ccccc2)o1`?
GAA inh: 0%; GAA glycogen: 16%; aGlu spleen mod: 2%; SMN2 splice enh: 6%; ALDH1A1 inh: inconclusive; GoLoco inh red: 2%; aGal spleen mod: -12%

Results for CC(C)c1nc2oc3c(=O)[nH]cnc3c2c2c1COC(C)(C)C2 ?
KDM4E inh: 6%; GAA glycogen: 6%; aGlu spleen mod: 6%; GoLoco inh red: -13%; aGal spleen mod: 2%

What do the screens show for `O=C(Nc1ccc([N+](=O)[O-])cc1Br)c1cccnc1`?
GAA inh: -4%; KDM4E inh: 5%; GAA glycogen: 1%; aGlu spleen mod: -1%; SMN2 splice enh: -20%; ALDH1A1 inh: 1%; GoLoco inh red: 5%; aGal spleen mod: -6%
